High-throughput results: PubChem BioAssay, The Scripps Research Institute Molecular Screening Center
CHRM5 agonist: agonists of human muscarinic M5 receptor (CHRM5); CHO-K1 hM5 cells, Fluo-8 calcium fluorescence; 0% DMSO wells, 100% maximal acetylcholine response; activation, % at 3 µM; 360,000 compounds, 0.19% hits; P08912; AID 624037;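 active = activation above the run's mean over test compounds plus 3 SD, cut at about 23% in these data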;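 also: signal is peak over basal fluorescence ratio across the kinetic read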
Target sequence (P08912 whole entry, looked up): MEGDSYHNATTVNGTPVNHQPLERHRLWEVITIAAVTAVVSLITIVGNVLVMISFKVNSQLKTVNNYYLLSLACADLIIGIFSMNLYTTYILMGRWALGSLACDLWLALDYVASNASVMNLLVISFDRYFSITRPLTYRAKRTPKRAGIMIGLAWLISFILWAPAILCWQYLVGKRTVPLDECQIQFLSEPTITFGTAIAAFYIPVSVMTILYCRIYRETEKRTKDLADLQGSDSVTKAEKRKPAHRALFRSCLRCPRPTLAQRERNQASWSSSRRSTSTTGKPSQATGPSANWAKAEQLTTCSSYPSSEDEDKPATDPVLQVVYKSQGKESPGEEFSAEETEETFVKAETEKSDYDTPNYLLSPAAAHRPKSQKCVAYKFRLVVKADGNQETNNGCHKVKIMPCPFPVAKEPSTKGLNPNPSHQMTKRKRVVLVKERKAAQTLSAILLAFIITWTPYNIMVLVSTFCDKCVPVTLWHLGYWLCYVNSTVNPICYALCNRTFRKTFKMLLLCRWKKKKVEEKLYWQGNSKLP
M1 PAM parental: nonselective activator or artifact in parental CHO-K1 calcium assay; AID 602247; ATP EC20, Fluo-8 calcium fluorescence; 0% at ATP EC20, 100% at ATP max; 360,000 compounds, 0.02% hits; activation, % at 3 µM;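 active = activation above the run cutoff, the mean activation of all test compounds plus 3 SD, cut at about 40% in these data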;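 also: peak over basal fluorescence ratio in a 140 s read after ATP addition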
CHO-K1 Ca ag: M1 agonist counterscreen hit in parental CHO-K1 cells; AID 602248; Fluo-8 calcium fluorescence; scaled to maximal ATP response, vehicle zero; 360,000 compounds, 0.48% hits; activation, % at 3 µM; in the data active = activation above about 15%;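 also: untransfected CHO-K1 host cells lacking M1 receptor as counterscreen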
CHRM4 antagonist: CHRM4 antagonism in calcium assay | 360,000 compounds, 0.73% hits | P08173 | AID 624125 | CHO-hM4 cells, ACh EC80, Fluo-8 calcium fluorescence | inhibition, % at 3 µM;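 active = inhibition above its plate's cutoff, the mean inhibition of sample wells plus 3 SD, cut at about 27% in these data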;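 also: 0% = acetylcholine EC80 with DMSO and 100% = DMSO without agonist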
Target sequence (P08173 whole entry, looked up): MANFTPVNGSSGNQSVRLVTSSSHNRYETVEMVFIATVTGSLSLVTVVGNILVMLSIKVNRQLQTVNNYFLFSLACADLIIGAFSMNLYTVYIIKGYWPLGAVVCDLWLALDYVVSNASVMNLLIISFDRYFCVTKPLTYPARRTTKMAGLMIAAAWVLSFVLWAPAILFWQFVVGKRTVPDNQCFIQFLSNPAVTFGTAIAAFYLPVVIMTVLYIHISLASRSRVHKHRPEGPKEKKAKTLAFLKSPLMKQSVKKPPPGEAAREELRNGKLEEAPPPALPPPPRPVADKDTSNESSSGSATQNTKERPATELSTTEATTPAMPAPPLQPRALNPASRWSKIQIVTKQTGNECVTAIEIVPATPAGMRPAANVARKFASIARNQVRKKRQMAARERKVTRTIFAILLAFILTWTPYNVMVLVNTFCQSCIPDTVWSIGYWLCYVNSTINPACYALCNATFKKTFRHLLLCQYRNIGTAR
CHO-K1 Ca antag: M1 antagonist counterscreen hit in parental CHO-K1 cells; ATP-induced calcium, Fluo-8 fluorescence; inhibition, % at 3 µM; 360,000 compounds, 0.6% hits;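 active = inhibition above a per-plate cutoff, the plate's mean sample inhibition plus 3 SD, cut at about 24% in these data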;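 also: 0% = DMSO plus EC80 ATP and 100% = DMSO alone without ATP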
M5 antag: blocks acetylcholine activation of human M5 receptor | inhibition, % at 3 µM | CHO-hM5 cells, Fluo-8 calcium fluorescence, ACh EC80 | P08912 | 360,000 compounds, 0.59% hits | AID 624040;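 active = inhibition above a per-plate cutoff, the mean of that plate's test compounds plus 3 SD, cut at about 27% in these data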;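 also: 0% = acetylcholine EC80 with DMSO and 100% = DMSO without agonist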
CHRM4 agonist: CHRM4 agonism in calcium assay; CHO-K1 hM4/Gqi5, Fluo-8 calcium fluorescence; vehicle 0%, full acetylcholine response 100%; P08173; 360,000 compounds, 0.14% hits; activation, % at 3 µM; AID 624127;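 active = activation above the run mean over all test wells plus 3 SD, cut at about 32% in these data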;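 also: peak over basal fluorescence ratio per well then scaled between controls; 0% = DMSO wells and 100% = acetylcholine at EC100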
CHRM5 PAM: positive allosteric modulators of human muscarinic M5 receptor; 360,000 compounds, 0.3% hits; AID 624038; P08912; activation, % at 3 µM; CHO-K1 hM5, Fluo-8 calcium, ACh EC20 PAM; 0% = ACh EC20, 100% = ACh EC100;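 active = activation above the run cutoff, the mean activation of all test compounds plus 3 SD, cut at about 18% in these data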
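System – CHO-K1 hM5 cells · Compound – 3 µM, single dose · Incubation – compound preincubation 140 s before EC20 acetylcholine addition · Technique – Fluo-8 calcium fluorescence · Measure – Max/basal fluorescence ratio as % of EC20–EC100 ACh window · Benchmarks – low control EC20 acetylcholine (0%), high control EC100 acetylcholine (100%) · Replication – singlicate, one well per test compound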
M4 PAM: potentiates acetylcholine response at human M4 receptor. P08173. CHO-K1 hM4/Gqi5, Fluo-8 calcium fluorescence, ACh EC20; 0% = ACh EC20, 100% = maximal ACh. activation, % at 3 µM. 360,000 compounds, 0.4% hits. AID 624126;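 active = activation above its plate's cutoff, the mean activation of sample wells plus 3 SD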; also: some results filed as inactive read as strong as hits
Active calls of the source: *.

How did CCOc1ccc(-n2ccnc(SCC(=O)NCCc3ccccc3)c2=O)cc1 do in these assays?
CHRM5 agonist: 0; M1 PAM parental: 5; CHO-K1 Ca ag: 11; CHRM4 antagonist: -11; CHO-K1 Ca antag: -9; M5 antag: 0; CHRM4 agonist: 1; CHRM5 PAM: -1; M4 PAM: 5

How did CC(=O)Nc1ccc(Oc2cc(C#N)c(C#N)cc2N2CCOCC2)cc1 do in these assays?
CHRM5 agonist: 0; M1 PAM parental: 18; CHO-K1 Ca ag: 0.5; CHRM4 antagonist: 19; CHO-K1 Ca antag: -4; M5 antag: -10; CHRM4 agonist: 3; CHRM5 PAM: 6; M4 PAM: 5

How did CCc1nnc(NC(=O)CN2CCN(Cc3ccccc3Cl)CC2)s1 do in these assays?
CHRM5 agonist: 3; M1 PAM parental: 12; CHO-K1 Ca ag: 0.3; CHRM4 antagonist: -5; CHO-K1 Ca antag: -7; M5 antag: -4; CHRM4 agonist: 0; CHRM5 PAM: 8; M4 PAM: -2

How did O=C(O)c1c(-c2ccccc2)c2oc3ccccc3c2[nH]c1=O do in these assays?
CHRM5 agonist: -2; M1 PAM parental: -5; CHO-K1 Ca ag: 0.1; CHRM4 antagonist: 5; CHO-K1 Ca antag: 29*; M5 antag: 6; CHRM4 agonist: 0; CHRM5 PAM: -1; M4 PAM: 6

What do the screens show for `Cn1nc(C(F)(F)F)c(C#N)c1N1CCN(c2ccccc2)CC1`?
CHRM5 agonist: 1; M1 PAM parental: 13; CHO-K1 Ca ag: 1.1; CHRM4 antagonist: 2; CHO-K1 Ca antag: -6; M5 antag: 0; CHRM4 agonist: 1; CHRM5 PAM: -3; M4 PAM: -2

Results for COc1ccc(CCNC(=O)C(=O)NCCCN2CCOCC2)cc1 ?
CHRM5 agonist: 0; M1 PAM parental: 7; CHO-K1 Ca ag: 0.4; CHRM4 antagonist: -2; CHO-K1 Ca antag: -5; M5 antag: -1; CHRM4 agonist: 1; CHRM5 PAM: 9; M4 PAM: -1

Results for O=C1NNC(=O)C1c1ccccc1 ?
CHRM5 agonist: -2; M1 PAM parental: 6; CHO-K1 Ca ag: 0.6; CHRM4 antagonist: -3; CHO-K1 Ca antag: -14; M5 antag: 5; CHRM4 agonist: 0; CHRM5 PAM: -2; M4 PAM: -4

What do the screens show for `Cc1c(OCC(=O)NCc2ccncc2)ccc2c3c(c(=O)oc12)CCCC3`?
CHRM5 agonist: -1; M1 PAM parental: -11; CHO-K1 Ca ag: 0.4; CHRM4 antagonist: -4; CHO-K1 Ca antag: 23; M5 antag: 6; CHRM4 agonist: 2; CHRM5 PAM: 0; M4 PAM: -1

How did Cc1c(C)n(C)c2ccc(C(=O)NCCc3ccco3)cc12 do in these assays?
CHRM5 agonist: -4; M1 PAM parental: 7; CHO-K1 Ca ag: 0.5; CHRM4 antagonist: 3; CHO-K1 Ca antag: -10; M5 antag: 22; CHRM4 agonist: 1; CHRM5 PAM: -8; M4 PAM: 1

What do the screens show for `CO/N=C(/C)CCS(=O)(=O)c1ccccc1`?
CHRM5 agonist: -3; M1 PAM parental: 17; CHO-K1 Ca ag: 1.4; CHRM4 antagonist: 11; CHO-K1 Ca antag: 4; M5 antag: 3; CHRM4 agonist: 1; CHRM5 PAM: -2; M4 PAM: -1

How did O=C(COc1ccc(S(=O)(=O)N2CCOCC2)cc1)Nc1ccc2c(c1)OCCO2 do in these assays?
CHRM5 agonist: 0; M1 PAM parental: -8; CHO-K1 Ca ag: 0.7; CHRM4 antagonist: 18; CHO-K1 Ca antag: 5; M5 antag: 2; CHRM4 agonist: 0; CHRM5 PAM: -2; M4 PAM: -2

What do the screens show for `CC(C)Cc1nc2oc3c(NCCCN4CCOCC4)ncnc3c2c2c1CCC2`?
CHRM5 agonist: -3; M1 PAM parental: 9; CHO-K1 Ca ag: 0.4; CHRM4 antagonist: -19; CHO-K1 Ca antag: -20; M5 antag: -20; CHRM4 agonist: 1; CHRM5 PAM: 14; M4 PAM: -2

Results for COc1cc(OC)cc(C(=O)N/N=C\c2ccoc2)c1 ?
CHRM5 agonist: 1; M1 PAM parental: 4; CHO-K1 Ca ag: 0.3; CHRM4 antagonist: -22; CHO-K1 Ca antag: 0; M5 antag: -15; CHRM4 agonist: 2; CHRM5 PAM: 14; M4 PAM: 5

What do the screens show for `O=C(COc1ccc(-c2ccccc2)cc1)Nc1cccnc1`?
CHRM5 agonist: 6; M1 PAM parental: -11; CHO-K1 Ca ag: 18*; CHRM4 antagonist: 8; CHO-K1 Ca antag: 15; M5 antag: 26; CHRM4 agonist: 16; CHRM5 PAM: -30; M4 PAM: -5

What do the screens show for `O=C1c2ccccc2S(=O)(=O)c2cc(C(=O)N3CCN(c4ccccc4)CC3)ccc21`?
CHRM5 agonist: -1; M1 PAM parental: 8; CHO-K1 Ca ag: 1.1; CHRM4 antagonist: 4; CHO-K1 Ca antag: -10; M5 antag: 10; CHRM4 agonist: 1; CHRM5 PAM: 4; M4 PAM: 1

Results for N#CCn1c(Cc2ccccc2)nc2ccccc2c1=O ?
CHRM5 agonist: 7; M1 PAM parental: 7; CHO-K1 Ca ag: 1.1; CHRM4 antagonist: 8; CHO-K1 Ca antag: -7; M5 antag: -19; CHRM4 agonist: 1; CHRM5 PAM: 2; M4 PAM: 1

How did O=C(NC1CCN(C(=S)NCc2ccco2)CC1)C12CC3CC(CC(C3)C1)C2 do in these assays?
CHRM5 agonist: 6; M1 PAM parental: 2; CHO-K1 Ca ag: 3.1; CHRM4 antagonist: -3; CHO-K1 Ca antag: 2; M5 antag: 0; CHRM4 agonist: 9; CHRM5 PAM: -7; M4 PAM: -1

Results for COc1ccccc1CNC(=O)C1=CCN(S(=O)(=O)c2ccc(C)cc2)CC1 ?
CHRM5 agonist: 1; M1 PAM parental: -10; CHO-K1 Ca ag: 0.1; CHRM4 antagonist: 24; CHO-K1 Ca antag: 11; M5 antag: -1; CHRM4 agonist: 2; CHRM5 PAM: 19*; M4 PAM: 5

Results for O=C(c1cnsn1)N1CCN(c2ccccn2)CC1 ?
CHRM5 agonist: 0; M1 PAM parental: -5; CHO-K1 Ca ag: 0.2; CHRM4 antagonist: 8; CHO-K1 Ca antag: 7; M5 antag: 7; CHRM4 agonist: 0; CHRM5 PAM: -3; M4 PAM: -5

What do the screens show for `O=C(COc1ccc(Br)cc1)N1CCCCCC1`?
CHRM5 agonist: -3; M1 PAM parental: 10; CHO-K1 Ca ag: 0.4; CHRM4 antagonist: 3; CHO-K1 Ca antag: -2; M5 antag: 5; CHRM4 agonist: -1; CHRM5 PAM: 0; M4 PAM: 1

What do the screens show for `COc1ccc(OC)c(C2CC(=O)Nc3n[nH]c(-c4ccccc4)c32)c1` (stereo unspecified)?
CHRM5 agonist: 2; M1 PAM parental: 28; CHO-K1 Ca ag: 1.4; CHRM4 antagonist: -4; CHO-K1 Ca antag: -11; M5 antag: -9; CHRM4 agonist: 2; CHRM5 PAM: 5; M4 PAM: 11

Results for CC(=O)NNc1ncnc2c1cnn2-c1ccc(C)c(Cl)c1 ?
CHRM5 agonist: 1; M1 PAM parental: 14; CHO-K1 Ca ag: 1.6; CHRM4 antagonist: 6; CHO-K1 Ca antag: -2; M5 antag: 3; CHRM4 agonist: 2; CHRM5 PAM: 4; M4 PAM: -6

How did CCc1ccc(CN2C(=O)c3ccccc3C2C(=O)NCC2CCCO2)cc1 (stereo unspecified) do in these assays?
CHRM5 agonist: -2; M1 PAM parental: 16; CHO-K1 Ca ag: 1.1; CHRM4 antagonist: 0; CHO-K1 Ca antag: -16; M5 antag: 11; CHRM4 agonist: 1; CHRM5 PAM: -5; M4 PAM: 8

What do the screens show for `Cc1ccc(-n2c(=O)c3ccccc3n(CC(=O)C(C)(C)C)c2=O)cc1`?
CHRM5 agonist: 5; M1 PAM parental: 6; CHO-K1 Ca ag: -0.5; CHRM4 antagonist: -9; CHO-K1 Ca antag: -8; M5 antag: -1; CHRM4 agonist: -1; CHRM5 PAM: 5; M4 PAM: -1

How did CCCCCC1CC(CC#CCN2CCOCC2)C(=O)O1 (stereo unspecified) do in these assays?
CHRM5 agonist: -2; M1 PAM parental: 3; CHO-K1 Ca ag: 0.4; CHRM4 antagonist: -11; CHO-K1 Ca antag: -26; M5 antag: -6; CHRM4 agonist: 3; CHRM5 PAM: 6; M4 PAM: 3

How did Cc1nn(CC2CCCCC2)c(N)c1-c1ccccc1 do in these assays?
CHRM5 agonist: -1; M1 PAM parental: 18; CHO-K1 Ca ag: 0.0; CHRM4 antagonist: -13; CHO-K1 Ca antag: -16; M5 antag: -1; CHRM4 agonist: 1; CHRM5 PAM: -4; M4 PAM: 1

What do the screens show for `Cc1ccccc1CNC(=O)C1CCC(=O)N(CC2CCCCC2)C1` (stereo unspecified)?
CHRM5 agonist: 1; M1 PAM parental: 3; CHO-K1 Ca ag: 1.1; CHRM4 antagonist: -6; CHO-K1 Ca antag: -6; M5 antag: 6; CHRM4 agonist: 2; CHRM5 PAM: 2; M4 PAM: 4

Results for CCCCNC(=O)c1c(N)[nH]c(C(=O)c2ccccc2)c1-c1ccccn1 ?
CHRM5 agonist: 1; M1 PAM parental: -3; CHO-K1 Ca ag: 1.2; CHRM4 antagonist: 2; CHO-K1 Ca antag: -8; M5 antag: 2; CHRM4 agonist: 4; CHRM5 PAM: 5; M4 PAM: 14

What do the screens show for `O=C(CN1CCN(c2ccc(O)cc2)CC1)NC(=O)NCc1ccco1`?
CHRM5 agonist: 0; M1 PAM parental: 7; CHO-K1 Ca ag: 0.2; CHRM4 antagonist: -14; CHO-K1 Ca antag: -2; M5 antag: -8; CHRM4 agonist: 1; CHRM5 PAM: 19*; M4 PAM: 11

Results for Cn1c(CNC(=O)OC(C)(C)C)nnc1SCC(=O)N1CCOCC1 ?
CHRM5 agonist: 1; M1 PAM parental: 0; CHO-K1 Ca ag: 0.4; CHRM4 antagonist: 16; CHO-K1 Ca antag: -5; M5 antag: 8; CHRM4 agonist: 1; CHRM5 PAM: -10; M4 PAM: -11

Results for O=C(NNC(=O)[C@@H]1CCCC[C@@H]1C(=O)O)Nc1ccccc1 ?
CHRM5 agonist: -4; M1 PAM parental: 6; CHO-K1 Ca ag: -0.1; CHRM4 antagonist: 4; CHO-K1 Ca antag: -1; M5 antag: 2; CHRM4 agonist: 0; CHRM5 PAM: -4; M4 PAM: -4

Results for C[C@@H]1CN([C@@H](C)CO)C(=O)CCCn2nncc2CO[C@H]1CN(C)C(=O)c1cc(-c2ccccc2)on1 ?
CHRM5 agonist: -1; M1 PAM parental: 16; CHO-K1 Ca ag: 0.8; CHRM4 antagonist: -4; CHO-K1 Ca antag: -12; M5 antag: 2; CHRM4 agonist: 0; CHRM5 PAM: -1; M4 PAM: 3

Retrieved by compound from above (2):
Results for O=C(NNC(=O)[C@@H]1CCCC[C@@H]1C(=O)O)Nc1ccccc1 ?
CHRM5 agonist: -4; M1 PAM parental: 6; CHO-K1 Ca ag: -0.1; CHRM4 antagonist: 4; CHO-K1 Ca antag: -1; M5 antag: 2; CHRM4 agonist: 0; CHRM5 PAM: -4; M4 PAM: -4

How did CCc1nnc(NC(=O)CN2CCN(Cc3ccccc3Cl)CC2)s1 do in these assays?
CHRM5 agonist: 3; M1 PAM parental: 12; CHO-K1 Ca ag: 0.3; CHRM4 antagonist: -5; CHO-K1 Ca antag: -7; M5 antag: -4; CHRM4 agonist: 0; CHRM5 PAM: 8; M4 PAM: -2
